From PubChem
CHX counter – counter-screen hit for Shiga toxin inhibitors, cycloheximide; cell reporter, cycloheximide protein synthesis inhibition counterscreen; max response, %; actives 12% (n = 300,000); in the data active = max response mostly above about 13%, no sharp cut-off; inactive = mostly below about 14%; note: read at 38.3 µM for the half of the compounds with a filed dose; 0% is about no effect
Tb PYK inh – inhibitors of Trypanosoma brucei pyruvate kinase | Q57TT1 | TbPYK enzyme, Kinase-Glo Plus ATP luminescence, 45 min | Potency, µM (titrated, usually from 76.8 µM), for inactives: at the top dose activity, negative = inhibition, actives largely listed as inhibitors | actives 0.12% (n = 410,000) | AID 624173; note: potency is the fitted concentration of half-maximal effect; % is set by controls: 0 for no effect and ±100 for the full control effect; nearly all actives have a fitted effect of over 50% in size
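Screened from lowest to highest concentration, compounds were pinned into TbPYK/substrate mixtures, and ADP (130 uM final) was added. Plates sat at room temperature for 45 min prior to Kinase-Glo Plus detection by luminescence.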
LmPK inhibitor – LmPK (Leishmania mexicana) enzyme inhibition | actives 0.37% (n = 290,000) | Potency, µM (doses to about 57.5 µM), for the others: at the top dose activity change, negative = inhibition, most hits filed as inhibitors | Q27686 | purified LmPK, Kinase-Glo ATP luminescence, 1 h; note: potency is the fitted concentration of half-maximal effect; % is set by controls: 0 for no effect and ±100 for the full control effect
Target sequence (Q27686 whole entry, looked up): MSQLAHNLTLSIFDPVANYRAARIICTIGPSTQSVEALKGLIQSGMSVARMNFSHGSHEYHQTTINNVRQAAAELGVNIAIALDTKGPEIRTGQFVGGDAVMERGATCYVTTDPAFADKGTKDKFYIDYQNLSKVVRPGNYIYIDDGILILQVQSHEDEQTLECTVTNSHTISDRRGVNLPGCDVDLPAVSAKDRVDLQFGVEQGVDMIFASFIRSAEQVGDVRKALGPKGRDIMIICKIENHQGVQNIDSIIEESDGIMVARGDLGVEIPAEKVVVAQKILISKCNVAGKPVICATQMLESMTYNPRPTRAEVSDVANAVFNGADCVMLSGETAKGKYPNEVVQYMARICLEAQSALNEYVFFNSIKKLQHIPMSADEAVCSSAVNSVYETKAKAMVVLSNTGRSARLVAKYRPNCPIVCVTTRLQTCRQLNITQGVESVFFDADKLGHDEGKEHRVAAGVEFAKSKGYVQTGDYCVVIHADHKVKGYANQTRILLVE
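Pyruvate kinase activity monitored as ATP production (luciferase luminescence). Conditions: 0.1 nM enzyme, 0.5 mM PEP, 0.1 mM ADP, 1 h, RT; normalized against uninhibited and no-enzyme wells.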
Pf growth 96h – P. falciparum growth inhibition at 96 hours | P. falciparum luciferase reporter growth, 96 h | actives 6.9% (n = 320,000) | Potency, µM (titrated, usually from 28.7 µM), without a hit: at the top dose activity change, negative = inhibition, most hits filed as inhibitors | AID 504834; note: potency is the fitted concentration of half-maximal effect; % is set by controls: 0 for no effect and ±100 for the full control effect
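Compounds incubated with erythrocytes infected by luciferase-expressing P. falciparum (2% hematocrit, 0.05% parasitemia final) for 96 hours, 37 C in 5% CO2. Growth inhibition scored as decreased luciferase luminescence.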
Pf growth 48h – P. falciparum growth inhibition at 48 hours (one generation). Potency, µM (doses to about 28.7 µM), for the others: at the top dose activity change, negative = inhibition, most hits filed as inhibitors. AID 504832. actives 5.9% (n = 310,000). P. falciparum luciferase growth in erythrocytes, 48 h; note: potency is the fitted concentration of half-maximal effect; % is set by controls: 0 for no effect and ±100 for the full control effect
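A one-generation exposure of luciferase-tagged malaria parasites in RPMI 1640/Albumax erythrocyte culture, 37 C and 5% CO2. Inhibition is inferred from decreased luminescence after adding detection reagent.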
AmpC inh no detg – AmpC beta-lactamase inhibition without detergent. P00811. AmpC nitrocefin hydrolysis, absorbance 480 nm, 0.0001% Triton. Potency, µM (titrated, usually from 57.1 µM), inactives show top-dose activity change, negative = inhibition, usual class: inhibitors. actives 0.52% (n = 330,000);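 note: potency is the fitted concentration of half-maximal effect; plate controls were no compound for no effect and no enzyme for full effect; nearly all actives have a fitted effect of over 20% in size; some results filed as inactive show a strong effect at the top dose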
Target sequence (P00811 whole entry, looked up): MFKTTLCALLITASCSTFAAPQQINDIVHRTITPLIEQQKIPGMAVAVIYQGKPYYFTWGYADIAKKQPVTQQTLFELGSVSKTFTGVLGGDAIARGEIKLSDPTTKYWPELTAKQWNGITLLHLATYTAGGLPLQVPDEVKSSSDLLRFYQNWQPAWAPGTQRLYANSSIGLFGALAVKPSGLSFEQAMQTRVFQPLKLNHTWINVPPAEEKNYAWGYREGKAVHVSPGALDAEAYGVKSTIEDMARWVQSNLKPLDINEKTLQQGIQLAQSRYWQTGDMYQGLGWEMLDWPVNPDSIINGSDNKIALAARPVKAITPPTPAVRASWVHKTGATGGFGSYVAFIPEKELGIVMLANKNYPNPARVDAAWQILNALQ
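20 mM phosphate pH 7.0 + 0.01% (detergent screen) or 0.0001% Triton X-100; 5.3 nM AmpC reagent; cpd preinc 15 min RT; nitrocefin (800 uM stock) to start; A480 q20 s × 4 min; Activity was normalised to no-enzyme and no-compound control wells.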
Shiga inhibitor – blocks Shiga toxin action in Vero cells; Vero cells, Shiga toxin protein synthesis inhibition reporter; inhibition, % at 38.7 µM; actives 9.2% (n = 290,000); AID 2315; in the data active = inhibition mostly above about 28%, no sharp cut-off; inactive = mostly below about 43%; note: 0% is about no effect
An asterisk follows results filed as active; ? = inconclusive; . = not tested or not shown; + = active, no number; ! = not confirmed by another sample; [ ] = another dose, or the depositor's remark. Unless noted, calls come from the whole dose curve; as a rule, active = well fitted curve in the direction sought with a large enough effect; inconclusive = small, poorly fitted or top-dose-only effect, or another doubt; inactive = no such curve, though single readings can be large; an effect the other way counts as inactive or inconclusive.

SMILES	CHX counter	Tb PYK inh	LmPK inhibitor	Pf growth 96h	Pf growth 48h	AmpC inh no detg	Shiga inhibitor
COc1cccc(CNC(=O)Cn2c(=O)oc3cc(S(=O)(=O)N4CCCCC4)ccc32)c1	10	0%	2%	-26%	?	-27%	-6
Cc1ccc(OCC(O)CN2C(=O)NC(C)(C)C2=O)cc1C (stereo not drawn)	-2	-4%	1%	?	7%	?	1
COc1ccc(CNC(=O)CN(C(=O)Cn2nnc(-c3ccccc3F)n2)c2ccc(C)cc2)cc1	9	2%	6%	?	?	-25%	3
CN(C)CCCn1c(=O)n(Cc2ccccc2)c(=O)c2c3c(sc21)CCCCC3	-5	-3%	0%	?	.	176%[activator]	-7
CNC(=O)NC(=O)CSc1ccc(S(=O)(=O)N(C)C2CCCCC2)cn1	.	-9%	.	8%	?	-16%	.
CCCCn1c(N)c(N(CCOC)C(=O)CC(NC(=O)c2ccccc2)c2ccccc2)c(=O)[nH]c1=O (stereo not drawn)	.	2%	.	0%	?	-24%	.
Cc1cc(C(=O)N2CCN(Cc3ccc4c(c3)OCO4)CC2)on1	-5	-6%	4%	1%	-1%	-21%	1
COc1ccccc1N1CCN(C/C(C)=C/c2ccccc2)CC1	2	0%	-5%	.	?	-4%	46
Cc1ccc(-n2[nH]c(C)c(C=Nc3ccc(S(=O)(=O)Nc4nccs4)cc3)c2=O)cc1	-1	.	?	25%	1%	-29%	-9
O=C(COC(=O)CNC(=O)c1ccccc1)Nc1ccc(Cl)cc1C(F)(F)F	-3	4%	0%	20%	7%	-19%	-2
O=C(COC(=O)c1ccco1)NC(c1ccccc1)c1ccccc1	15	5%	1%	9%	8%	-20%	31
CCNC(=O)COc1cc(C)c(Cl)c(C)c1	12	6%	1%	7%	13%	-1%	-21
CC(Oc1cccc(Cl)c1)C(=O)Nc1ccc(S(=O)(=O)Nc2ncccn2)cc1 (stereo not drawn)	.	-3%	.	16%	?	-39%	.
CCc1n[nH]c(=O)c2cc3cc(OC)ccc3n12	9	0%	3%	-25%	16%	-12%	-6
O=C(NCCC1=CCCCC1)c1c(O)nc2sccn2c1=O	.	-5%	.	?	12µM*	-2%	.
COC(=O)c1cc(OC)c(OC)cc1NCC(=O)Nc1ccc(C)cc1	0	3%	5%	9%	-10%	-1%	13
CC(OC(=O)Cn1cnc2c1c(=O)n(C)c(=O)n2C)C(=O)Nc1ccc(Cl)cc1 (stereo not drawn)	.	5%	.	65%[activator]	-8%	11%	.
CCSc1nc2c(c(=O)n1Cc1ccccc1)SC(C)C2 (stereo not drawn)	-3	0%	5%	0%	?	-25%	19
O=C(Nc1ccccc1)Nc1cccc(Cl)c1	56*	-14%	3%	?	.	-35%	107*
CCN(CC)C(=O)Cn1cc(C(=O)C(=O)NCCCN2CCOCC2)c2ccccc21	1	2%	3%	10%	7%	8%	-6
Cc1cc2nc(N=C(N)N)nc(C)c2cc1C	12	0%	0%	0%	?	-11%[11.4 µM]	-2
CCn1cc([N+](=O)[O-])c(C(=O)Nc2ccn(C34CC5CC(CC(C5)C3)C4)n2)n1	-2	-6%	1%	-1%	1%	4%	-1
CCN(CC)Cc1c(C(=O)N/N=C/c2cccnc2)nnn1-c1nonc1N	-4	0%	-4%	-37%	-19%	0%	-9
Cc1cc(C)nc(N/N=C/C2=C(O)CC(c3ccccc3)CC2=O)n1 (stereo not drawn)	-3	.	1%	-10%	?	15%	-16
O=C(OCc1ccc([N+](=O)[O-])cc1)c1cc(S(=O)(=O)N2CCCCC2)ccc1N1CCOCC1	.	1%	.	10µM*	?	-6%	.

Reprinted at random: five records from the list.
SMILES	CHX counter	Tb PYK inh	LmPK inhibitor	Pf growth 96h	Pf growth 48h	AmpC inh no detg	Shiga inhibitor
Cc1ccc(OCC(O)CN2C(=O)NC(C)(C)C2=O)cc1C (stereo not drawn)	-2	-4%	1%	?	7%	?	1
CCSc1nc2c(c(=O)n1Cc1ccccc1)SC(C)C2 (stereo not drawn)	-3	0%	5%	0%	?	-25%	19
CCN(CC)Cc1c(C(=O)N/N=C/c2cccnc2)nnn1-c1nonc1N	-4	0%	-4%	-37%	-19%	0%	-9
CC(Oc1cccc(Cl)c1)C(=O)Nc1ccc(S(=O)(=O)Nc2ncccn2)cc1 (stereo not drawn)	.	-3%	.	16%	?	-39%	.
CC(OC(=O)Cn1cnc2c1c(=O)n(C)c(=O)n2C)C(=O)Nc1ccc(Cl)cc1 (stereo not drawn)	.	5%	.	65%[activator]	-8%	11%	.

(cont.)
SMILES	CHX counter	Tb PYK inh	LmPK inhibitor	Pf growth 96h	Pf growth 48h	AmpC inh no detg	Shiga inhibitor
S=C(NCc1cccs1)Nc1ccc(Br)cc1Cl	44*	4%	-1%	-5%	26%	-33%	81*
CCCC(=O)N1c2ccccc2NC2=C(C(=O)CCC2)C1c1ccc(F)cc1 (stereo not drawn)	-1	4%	0%	?	-24%	24%	6
Cc1ccc(C)c(OCC(=O)NNC(=O)CCN2CCN(c3ccccc3)CC2)c1	.	4%	.	?	-26%	114%[activator]	.
COc1ccc(-n2c(-c3ccc(C)cc3)n[nH]c2=S)cc1	0	?	?	-1%	2%	-25%	-1
ClC1=C(Cl)C(Cl)=C(Cl)C1=C/C=C/c1ccccc1	-3	-1%	-6%	?	?	-36%	20
O=C(c1ccccc1)c1nn(-c2cccc(Cl)c2)ccc1=O	-2	0%	-1%	26%	17%	-2%	-3
Cc1cc(N2CC(C)OC(C)C2)nc(C(C)C)n1 (stereo not drawn)	10	-1%	1%	-17%	?	-5%	-5
Cc1cccc(Oc2cc(NC(=O)c3ccccc3)cc([N+](=O)[O-])c2)c1	19	2%	0%	?	-82%	-40%	-9
N#Cc1nc(-c2ccc(Cl)cc2)oc1NCc1cccc2c1OCO2	28	-1%	-1%	?	-8%	.	29
Fc1ccccc1NC(=S)NCc1ccccc1	10	-8%	2%	27%	8%	-18%	46
O=C1CCN(CCc2ccccc2)CCN1[C@H](CSc1ccc(Br)cc1)c1ccccc1	-2	1%	2%	-2%	-1%	8%	-3
CC(=O)c1c(C)[nH]c(C(=O)OCC(=O)Nc2c(C)cccc2C)c1C	.	-2%	.	?	-25%	-10%	.
COC(=O)c1ccc(NC(=O)c2cc3sccc3n2C)cc1	40*	-8%	4%	6%	48%[activator]	-48%	122*
CCC1(c2ccccc2)NC(=O)N(CC(=O)Nc2ccccc2C(=O)NC2CCCC2)C1=O (stereo not drawn)	.	-2%	.	-8%	?	-30%	.
CC(=O)Nc1ccc(Nc2nnc(-c3ccc(C)c(S(=O)(=O)NCC4CCCO4)c3)c3ccccc23)cc1 (stereo not drawn)	-2	0%	3%	1.2µM*	1µM*	128%[activator]	-11
O=C(c1ccc([N+](=O)[O-])cc1)N1CCN=C1SCc1ccccc1	5	1%	1%[11.5 µM]	?	?	2%	11
CCCCc1nnc(NC(=O)CN2C(=O)C3CCCCC3C2=O)s1 (stereo not drawn)	.	4%	.	4%	7%	-20%	.
CC(C)(C)c1ccc(OCC(=O)NNC(=O)CCc2ccccc2)cc1	-2	-3%	-2%	57%[activator]	43%[activator]	-9%	-11
CCCCCCNC(=O)c1ccc(Br)o1	33*!	1%	3%	-3%	?	-5%	+!
CCOc1ccc(CNS(=O)(=O)c2cccs2)cc1OCC	-3	6%	-1%	?	?	-20%	17
Cc1nnc(SCC(=O)NC(=O)Nc2ccc3c(c2)OCCO3)s1	30*	5%	-3%	-5%	109%[activator]	-16%	45*
COc1ccc(C=O)cc1Oc1nc(Cl)ncc1F	-3	6%	1%	58%[activator]	-5%	-15%	-15
COc1ccccc1NC(=O)CSCC(N)=O	-3	-1%	-8%	.	9%	-18%	-4
O=S(=O)(NCc1ccco1)c1cccc(S(=O)(=O)N2CCCCC2)c1	-3	-8%	0%	?	-1%	-21%	11
COc1ccc(NC(=O)c2c(NC(=O)CCC(=O)O)sc(-c3ccccc3)c2C)cc1	10	-15%	3%	41%[activator]	17%	-15%	-4
Remaining list, next part:
SMILES	CHX counter	Tb PYK inh	LmPK inhibitor	Pf growth 96h	Pf growth 48h	AmpC inh no detg	Shiga inhibitor
O=C(O)Cc1c(-c2ccccc2Cl)c2cc(Br)ccc2[nH]c1=O	-1	3%	-1%	35%[activator]	1%	-19%	6
CCN1C(=O)C2(Nc3ccccc3-c3nc4ccccc4n32)c2cc(OC)ccc21 (stereo not drawn)	-4	3%	1%	5%	9.3µM*	-2%	-24
COc1cccc(NC(=O)CN(C)C(=O)c2ccc(NC(=O)CC3SC(N4CCCCC4)=NC3=O)cc2)c1 (stereo not drawn)	.	0%	.	-6%	?	63%[activator]	.
Cc1ccc([C@@H]2CC=C(C(=O)O)[C@H](c3ccccc3F)N2S(=O)(=O)c2ccc(C)cc2)cc1	.	-9%	.	?	31%[activator]	-22%	.
CC(C)[C@H](NS(=O)(=O)c1ccccc1)C(=O)OCC(=O)N1N=C(c2ccc(Cl)cc2)CC1c1ccco1 (stereo partly drawn)	0	-17%	0%	?	?	1%	16
CSc1cccc(NC(=O)CCCn2c(=O)c3cccn3c3cccnc32)c1	9	2%	-1%	11%	?	-19%	16
Cn1ncc2c(Nc3ccccc3Cl)nc(Nc3ccccc3Cl)nc21	-4	-5%	6%	?	7.4µM*	27%	-5
CCN1CCN(CC(=O)Nc2ccc3c(c2)OCCO3)C(=O)C1=O	-3	1%	0%	-6%	.	-19%	7
Cc1cccc(CNCc2ccccc2)c1	19	2%	4%	69%[activator]	31%[activator]	-20%	23
CCOC(=O)c1c(NS(=O)(=O)Cc2ccccc2)sc2c1CCCC2	-2	-2%	12%	.	.	-36%	-17
CCCCNS(=O)(=O)c1ccc(S(=O)(=O)N2CCC3(CC2)OCCO3)cc1	6	-6%	2%	19%	8%	-1%	11
COc1ccc(Cl)cc1NC(=O)CN(C)C(=O)Cn1[nH]c(=O)c2ccccc2c1=O	.	1%	.	?	?	8%	.
CC(OC(=O)c1ccc([N+](=O)[O-])o1)C(=O)Nc1nc(-c2ccc(F)c(F)c2)cs1 (stereo not drawn)	.	1%	.	2%	46%[activator]	-28%	.
Fc1cccc(CCN2C(=S)NC[C@@H]2Cc2ccccc2)c1	-3	-11%	-1%	?	?	-14%	-3
COc1ccccc1N1CCN(C(=O)c2ccccc2SCC(=O)N2CCCC2)CC1	.	1%	.	-10%	?	89%[activator]	.
COc1cc(/C=C/C(=O)OCC(=O)N2CC3(C)CC2CC(C)(C)C3)ccc1O (stereo not drawn)	-2	-4%	-2%	?	?	33%	35
Cn1cccc1Cc1nnc(SCC(=O)Nc2ccc(Cl)cc2)n1-c1ccc(F)cc1	-3	3%	2%	-18%	?	39%	-15
O=C(CN1CCc2ccccc2C1)Nc1cc(S(=O)(=O)N2CCOCC2)ccc1N1CCCC1	-2	6%	-2%	?	?	151%[activator]	-11
Cc1ccc(OCC(=O)NCc2ccco2)c([N+](=O)[O-])n1	0	0%	-2%	3%	8%	-5%	16
O=C(COC(=O)/C=C/c1ccc2c(c1)OCO2)NC1CCS(=O)(=O)C1 (stereo not drawn)	3	-2%	-5%	14%	11%	-21%	15
CC(CCc1ccccc1)NCc1ccc(Cl)cc1Cl (stereo not drawn)	-2	-4%	-2%	?	?	-3%	2
